Nrf2 activator – qHTS of Nrf2 Activators; AREc32 ARE-luciferase reporter (MCF7-derived line), luminescence, 24 h; Potency, µM (titrated, usually from 46.1 µM), for inactives: top-dose activation, actives largely listed as activators; actives 0.31% (n = 410,000); AID 624171, 2012; note: potency is the fitted concentration of half-maximal effect; % of control where 0% means no effect; nearly all actives have a fitted effect of over 65% in size
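Luminescent ARE reporter assay in AREc32_Fluc cells: overnight plating at 37 deg C, 24 hr compound incubation, Steady-Glo added, 30 min RT before reading.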
IL-2 act – qHTS of IL-2 Activators; IL-2 activation reporter assay, cell-based qHTS; stimulated with anti-CD3/CD4/CD28 beads; in transgenic mouse T cells; activation, % (series mostly up to about 46 µM); actives 0.065% (n = 360,000); in the data active = activation above about 50%; inconclusive = mostly about 30% to 49%; note: 0% is about no effect
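Unstimulated transgenic mouse T cells preincubated 60 min with compound, then stimulated with anti-CD3/anti-CD4-coated beads plus anti-CD28 for 18 h at 37 degrees C. IL-2 response read as EGFP and DsRed fluorescence by plate cytometry.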
EPAC2 ag – qHTS for Agonist of cAMP-regulated guanine nucleotide exchange factor 4 (EPAC2): primary screen. Rap guanine nucleotide exchange factor 4 (Homo sapiens), Q8WZA2. Potency, µM (series often up to 154 µM), for the others: at the top dose activation, usual class: activators. actives 0.079% (n = 360,000). AID 720711, 2013. EPAC2 activation, biochemical qHTS; response scale: 100% = 6.5 mM cAMP response; note: potency is the fitted concentration of half-maximal effect; nearly all actives have a fitted effect of over 50% in size
Target sequence (Q8WZA2 whole entry, looked up): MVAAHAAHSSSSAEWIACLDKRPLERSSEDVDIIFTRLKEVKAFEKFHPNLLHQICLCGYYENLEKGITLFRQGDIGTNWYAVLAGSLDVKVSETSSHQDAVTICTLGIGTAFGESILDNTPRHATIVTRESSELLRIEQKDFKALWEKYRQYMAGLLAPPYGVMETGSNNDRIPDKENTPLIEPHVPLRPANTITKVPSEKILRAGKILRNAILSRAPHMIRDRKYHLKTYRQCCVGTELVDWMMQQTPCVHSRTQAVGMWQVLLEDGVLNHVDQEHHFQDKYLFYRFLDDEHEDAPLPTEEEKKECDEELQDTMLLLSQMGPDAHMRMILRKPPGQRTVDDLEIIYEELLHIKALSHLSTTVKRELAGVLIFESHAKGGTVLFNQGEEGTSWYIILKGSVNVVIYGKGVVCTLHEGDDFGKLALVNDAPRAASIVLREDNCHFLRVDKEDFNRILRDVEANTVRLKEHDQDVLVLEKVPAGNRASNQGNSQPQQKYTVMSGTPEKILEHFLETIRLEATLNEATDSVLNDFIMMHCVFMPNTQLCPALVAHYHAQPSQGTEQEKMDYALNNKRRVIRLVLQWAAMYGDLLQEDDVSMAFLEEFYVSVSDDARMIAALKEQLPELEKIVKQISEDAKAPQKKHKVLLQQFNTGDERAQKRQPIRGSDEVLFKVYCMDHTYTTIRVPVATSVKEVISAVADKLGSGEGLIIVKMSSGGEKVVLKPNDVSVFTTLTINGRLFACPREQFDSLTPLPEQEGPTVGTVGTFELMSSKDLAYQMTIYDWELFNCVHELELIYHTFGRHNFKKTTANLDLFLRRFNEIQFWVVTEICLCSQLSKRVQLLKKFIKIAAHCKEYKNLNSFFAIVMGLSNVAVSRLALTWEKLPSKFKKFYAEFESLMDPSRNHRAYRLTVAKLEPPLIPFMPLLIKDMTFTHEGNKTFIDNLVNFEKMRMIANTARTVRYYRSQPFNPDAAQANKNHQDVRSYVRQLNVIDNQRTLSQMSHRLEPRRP
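Guanine nucleotide exchange by EPAC2 is measured as reduced fluorescence of BODIPY-GDP once it is released from 250 nM Rap1B. Plates are read kinetically for 30 min at room temperature; results are scaled to 6.5 mM cAMP.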
Nrf2 block – Nrf2 qHTS screen for inhibitors. A549 ARE-Fluc reporter, luciferase luminescence, 18-24 h. Potency, µM (top dose mostly 46 µM), for inactives: top-dose activity change, negative = inhibition, usual class: inhibitors. actives 2.1% (n = 360,000); note: potency is the fitted concentration of half-maximal effect; % is set by controls: 0 for no effect and ±100 for the full control effect; nearly all actives have a fitted effect of over 60% in size
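Cells were seeded and rested 2 h, then exposed to compounds for 18-24 h. CellTiter-Fluor was read first as a viability measure. BugLite was added 15 min before the final luminescent read of ARE-luciferase activity in A549 cells.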
HepG2 tox – qHTS for Inhibitors of TGF-b: Cytotox Counterscreen | HepG2 CAGA-GFP viability, ATP luminescence, 18 h | Potency, µM (top dose mostly 46.1 µM), without a hit: at the highest dose activity change, negative = cytotoxicity, most hits filed as cytotoxic | actives 0.76% (n = 410,000) | AID 588856, 2011; note: potency is the fitted concentration of half-maximal effect; some results filed as inactive show a strong effect at the top dose
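CellTiter-Glo luminescence gave cytotoxicity after 18 hours at 37 degrees C. The cells were HepG2 CAGA-GFP in 1% FBS DMEM, stimulated with 500 pg/mL TGF-beta after compound addition. %Activity was normalised to no-cell wells (complete cell-killing) and DMSO (no toxicity), and curves were fitted and classified.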
TGFb SMAD3 inh – qHTS for Inhibitors of TGF-b; HepG2 CAGA-GFP TGF-b/SMAD3 reporter, GFP fluorescence, 18 h; TGF-beta stimulated, 500 pg/mL final; Potency, µM (series often up to 46.1 µM), without a hit: at the top dose activity, negative = inhibition, most hits filed as inhibitors; actives 1.2% (n = 410,000); AID 588855, 2011; note: potency is the fitted concentration of half-maximal effect; % is set by controls: 0 for no effect and ±100 for the full control effect; nearly all actives have a fitted effect of over 65% in size
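Read-out: total well GFP (ex488/em500-530) summed from mean per-cell fluorescence. Cells: HEPG2 CAGA-GFP, 1% FBS DMEM, 18 h at 37 degrees C with 500 pg/mL final TGF-beta. Unstimulated wells served as the full-inhibition control; stimulated DMSO wells = 0%.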
A549 tox – Nrf2 qHTS screen for inhibitors: counterscreen for cytotoxicity; A549 ARE-Fluc cells, CellTiter-Fluor viability, 18-24 h; actives 0.16% (n = 390,000); Potency, µM (series often up to 46 µM), for inactives: at the top dose activity change, negative = cytotoxicity, actives largely listed as inhibitors; note: potency is the fitted concentration of half-maximal effect; % is set by controls: 0 for no effect and ±100 for the full control effect
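A549 ARE-Fluc cells in 5% FBS OPTI-MEM, 5000 cells/well, rested 2 h then exposed to compounds in concentration-response for 18-24 h at 37 °C. Viability by CellTiter-Fluor fluorescence (Ex 405/Em 525) after 30 min; luciferase luminescence (BugLite, 15 min, RT) read afterwards.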
ATXN2 expr inh – Primary qHTS for Inhibitors of ATXN expression | HEK-293 ATXN2-luciferase reporter, luminescence, 24 h | Potency, µM (highest dose often 57 µM), for inactives: top-dose activity change, negative = inhibition, most hits filed as inhibitors | actives 0.72% (n = 360,000) | AID 1745845, 2022; note: potency is the fitted concentration of half-maximal effect; % is set by controls: 0 for no effect and ±100 for the full control effect; nearly all actives have a fitted effect of over 55% in size
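qHTS (up to 57 uM final) was run with 24 h compound exposure of reporter cells at 37 °C. Each well was multiplexed: SteadyGlo luminescence measured ATXN2-luciferase expression after a fluorogenic Gly-Phe-AFC viability readout (25 uM final).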
S2 tox – Viability Counterscreen for Primary qHTS for Inhibitors of ATXN expression | S2 cells (HEK-293 line with an ATXN2-luciferase reporter) viability, CellTiter-Fluor protease fluorescence, 24 h | actives 0.49% (n = 400,000) | Potency, µM (series often up to 56.7 µM), actives largely listed as cytotoxic; note: potency is the fitted concentration of half-maximal effect; nearly all actives have a fitted effect of over 40% in size
* = called active by the depositor; i = inactive; ? = inconclusive; · = no result given; & = joins results of further samples; [ ] = another dose, or the depositor's remark. Unless noted, calls come from the whole dose curve; as a rule, active = well fitted curve in the direction sought with a large enough effect; inconclusive = small, poorly fitted or top-dose-only effect, or another doubt; inactive = no such curve, though single readings can be large; an effect the other way counts as inactive or inconclusive.

SMILES	Nrf2 activator	IL-2 act	EPAC2 ag	Nrf2 block	HepG2 tox	TGFb SMAD3 inh	A549 tox	ATXN2 expr inh	S2 tox
COCCCNS(=O)(=O)c1ccc(OC)c(Cl)c1Cl	-0.2%	-1.8	9%	14%	-1%	1%	4%	-11%	i
Cc1c(C(C)C)c(=O)n(-c2ccc(S(=O)(=O)NC3CCCCC3)cc2)n1C	2.8%	-0.2	-12%	15µM*	-22%	-25%	1%	?	i
COc1cc(-c2noc(-c3ccc(NC4CCCC4)c([N+](=O)[O-])c3)n2)cc(OC)c1OC	0.0%	·	·	2%	-3%	24%	-4%	14%	i
CCOC(=O)c1c(C)[nH]c(C)c1C(=O)COC(=O)c1ccc(S(=O)(=O)N(CC)CC)cc1	4.9%	-1.9	14%	?	-14%	-5%	2%	0%	i
Cc1ccc(N2CC(C(=O)N3CCOCC3)CC2=O)cc1Cl (stereo not given)	-0.8%	0.4	10%	-1%	10%	4%	1%	18%	i
O=C1CCC(=O)N1c1ccc(S(=O)(=O)N2CCCC2)cc1	0.3%	-0.3	-4%	27%	-4%	-4%	5%	-19%	i
Cc1cc([N+](=O)[O-])ccc1NC(=O)Nc1ccc(F)cc1F	2.2%	-1.0	2%	?	-24%	-27%	?	-24%	i
COc1ccc2[nH]c3c(=O)n(CCCCC(=O)NCCC(C)C)c(=S)[nH]c3c2c1	-0.3%	-1.2	-4%	-11%	2%	-8%	0%	·	i
Cc1cccc(C2NC(=O)c3c(sc(C)c3C)N2)c1O (stereo not given)	3.0%	1.6	11%	15%	2%	3%	8%	11%	i
Cc1ccccc1NC(=O)c1ccc(F)c(S(=O)(=O)N(C)C2CCCCC2)c1	-0.9%	·	·	·	-19%	-22%	5%	·	·
Cc1ccc(NS(=O)(=O)c2ccc(C(=O)NNC(=O)c3ccccc3O)cc2)cc1	-0.7%	3.9	3%	15%	-35%	-19%	-7%	?	i
COc1ccccc1N1CCN(c2nnc(-c3ccc(F)cc3)c3ccccc23)CC1	-0.5%	-0.5	-1%	-4%	-3%	-9%	8%	?	i
O=C(OCC(=O)N(CCc1ccccc1)Cc1ccccc1)c1cccc(S(=O)(=O)N2CCOCC2)c1	-0.1%	-0.9	6%	-26%	-1%	2%	1%	10%	i
COc1ccccc1NC(=O)NNC(=O)C(C)Oc1ccc2ccccc2c1 (stereo not given)	-1.4%	-3.2	11%	3%	0%	-21%	11%	-4%	i
COc1cc(/C=C/C(=O)N(C)c2ccccc2C(=O)O)cc(OC)c1OC	0.1%	1.7	-8%	14%	-11%	-5%	-2%	18%	i
COc1cccc(NC(=O)c2oc3ccccc3c2NC(=O)c2ccc3c(c2)OCO3)c1	2.3%	-3.2	2%	·	-48%	-2%	5%	37%	i
COc1ccccc1CNC(=O)c1ccc(NC(=O)CC2SC(N3CCCC3)=NC2=O)cc1 (stereo not given)	-0.3%	1.1	-2%	-10%	-1%	-2%	1%	3%	i
O=C(Nc1cccc(Br)c1)N1CCC(CN2CCCCC2)CC1	-0.5%	·	·	10%	0%	-20%	10%	-19%	i
CCOc1ccc(NC(=O)c2ccccc2NC(=O)CN2CCCCCC2)cc1	-0.3%	-0.3	-6%	-15%	-7%	8%	-2%	15%	i
COc1ccc(CCN2C(=O)CS/C2=N\NC(=O)c2ccc(C(C)(C)C)cc2)cc1OC	2.5%	-0.3	-9%	?	-8%	-19%	17%	-9%	i
O=C(c1cc2cc([N+](=O)[O-])ccc2oc1=O)N1CCOCC1	2.7%	-1.9	4%	7%	8%	19%	-29%	-7%	i
Cc1ccc(CCNC(=O)CN2C(=O)COc3ccc(S(=O)(=O)N4CCC(C)CC4)cc32)cc1	2.5%&5.0%	-2.1	-8%	-7%&-1%	-8%&-24%	-7%&0%	-2%&-12%	-2%	i
C=CCNC(=O)NC(=S)c1ccccc1	0.7%	-1.7	0%	?	-21%	-25%	-7%[1.84 µM]	41%[activator]	i
O=c1c2ccccc2n2c(-c3ccc(Cl)cc3)nnc2n1CCc1ccccc1	3.6%	·	·	-10%	-7%	-38%	8%	6%	i
O=S1(=O)N=C(N2CCOCC2)c2ccccc21	0.1%	0.4	6%	?	-23%	10%	1%&4%	7%	i
CCOP(=O)(OCC)c1nc(-c2cccc3ccccc23)oc1NCCc1ccc(OC)cc1	4.1%	-0.5	-3%	-28%	12%	-33%	-15%	-19%	i
COCCC1CCCCN1Cc1cn(-c2ccccc2)nc1-c1ccc2c(c1)OCO2 (stereo not given)	0.4%	1.9	4%	6%	-27%	-10%	11%	·	i
COc1ccc(NS(=O)(=O)c2ccc3c(c2)NC(=O)CO3)cc1	0.1%	0.3	11%	?	-18%	7%	1%	7%	i
COC(=O)c1ccc(N/C=C\C(=O)c2ccc3c(c2)OCO3)cc1	3.4%	0.5	8%	?	6%	5%	-6%	-10%	·
O=C(c1cccs1)N1CCC(C(=O)N2CCN(Cc3ccc4c(c3)OCO4)CC2)CC1	-0.4%	-0.8	5%	-7%	-44%	-32%	10%	8%	i
Cc1c(OC(C)C(=O)NCC2CCC(C(=O)O)CC2)ccc2c3c(c(=O)oc12)CCCC3 (stereo not given)	-0.2%	-3.3	-8%	-11%	3%	-12%	-5%	0%	i
COc1ccc2cc(CN(Cc3cccnc3)S(=O)(=O)c3ccccc3)c(=O)[nH]c2c1	2.2%	1.2	-1%	-12%	-4%	12%	-6%	2%	i
CC(=O)Nc1ccc(S(=O)(=O)Nc2nc3ccccc3nc2Nc2ccc(O)c(C(=O)O)c2)cc1	-0.2%	0.6	3%	0%	-4%	1%	11%	·	i
FC(F)Oc1ccc(NC(=S)NC2CCCCCCC2)cc1	2.9%	-5.4	-8%	?	-33%	?	-13%	-37%	i
O=C(Nc1ccccc1)NC1(C(=O)N2CCN(c3ncccn3)CC2)CCCCC1	0.2%	1.0	9%	2%	-7%	-5%	3%	6%	i
COc1ccc(C(=O)NNC2=NS(=O)(=O)c3ccccc32)cc1OC	-0.7%	1.0	2%	18%	3%	10%	-2%	-12%	i
COc1ccc(S(=O)(=O)N2CCN(Cc3ccccc3)CC2)c(C)c1	0.6%	-0.2	12%	-12%	-20%	-17%	-1%	·	i
Cc1cc(F)ccc1NC(=O)CCSc1nc(-c2ccco2)cc(C(F)(F)F)n1	-0.8%	·	·	-2%	9%	-13%	-3%	-4%	i
O=C(CN1CCN(S(=O)(=O)/C=C/c2ccccc2)CC1)Nc1ccccc1N1CCOCC1	0.2%	-5.0	8%	-4%	2%	-24%	-3%	-6%	i
O=C(NCCCCC(NC(=O)c1ccc([N+](=O)[O-])cc1)C(=O)O)c1ccc([N+](=O)[O-])cc1 (stereo not given)	-0.3%	1.1	5%	9%	-19%	4%	-1%	6%	i

The final three entries of the part before come first, to join the parts.
SMILES	Nrf2 activator	IL-2 act	EPAC2 ag	Nrf2 block	HepG2 tox	TGFb SMAD3 inh	A549 tox	ATXN2 expr inh	S2 tox
Cc1cc(F)ccc1NC(=O)CCSc1nc(-c2ccco2)cc(C(F)(F)F)n1	-0.8%	·	·	-2%	9%	-13%	-3%	-4%	i
O=C(CN1CCN(S(=O)(=O)/C=C/c2ccccc2)CC1)Nc1ccccc1N1CCOCC1	0.2%	-5.0	8%	-4%	2%	-24%	-3%	-6%	i
O=C(NCCCCC(NC(=O)c1ccc([N+](=O)[O-])cc1)C(=O)O)c1ccc([N+](=O)[O-])cc1 (stereo not given)	-0.3%	1.1	5%	9%	-19%	4%	-1%	6%	i
O=C1CC(C(=O)Nc2cccc3ccccc23)C2(CCCC2)O1 (stereo not given)	0.5%	2.1	10%	-1%	1%	6%	-1%	6%	?
CCCCOc1ccc(C(=O)NCCc2ccccc2)cc1	0.3%	0.4	-8%	?	-24%	5%	0%	·	·
CC1CCC2(CC1)NC(=O)N(CC(=O)Nc1ccc(N3CCOCC3)cc1)C2=O (stereo not given)	-0.8%	-2.7	2%	11%	2%	-4%	-2%	·	?
CSc1cccc(N/C(=N/S(=O)(=O)c2ccccc2)NN)c1	0.3%	1.4	7%	-11%	-3%	-3%	9%	4%	?
CC1(C)CN(Cc2ccccc2)C(=O)[C@H]1CC(=O)Nc1ccccc1	-0.5%	0.1	-6%	·	-3%	11%	·	3%	i
Cc1ccc2nc(CSc3nnc(NC(=O)COc4ccccc4)s3)cc(=O)n2c1	-0.1%	·	·	·	0%	-22%	0%	·	·
CC(C)c1ccc(CC(=O)N2CCC2(C)C(=O)NCC(C)(C)C)cc1 (stereo not given)	0.1%[9.22 µM]	-0.8	-7%	·	-25%	12%	·	-4%	i
CCCCN1C(=O)C(CC(=O)NCc2cccc3ccccc23)CC(C(=O)N2CCCCCC2)=C1C (stereo not given)	4.8%	-0.9	10%	·	·	·	·	-35%	?
COc1cc(NC(=O)CSc2ccc3c(c2)OCCO3)cc(OC)c1OC	-0.1%	0.2	7%	?	6%	-3%	-3%	-6%	i
COc1ccc(C(=O)NC(=C(Cl)Cl)S(=O)(=O)c2ccc(C)cc2)cc1	28%	-1.2	14%	?	-43%	?	-9%	?	i
Cc1ccc(CNC(=O)C2CC(c3ccccc3F)=NO2)cc1 (stereo not given)	0.4%	0.0	7%	10%	-1%	-8%	-4%	6%	i
CCc1ccccc1NC(=O)CSc1ncc2c(n1)-c1ccccc1N(Cc1ccc(C)cc1)S2(=O)=O	-0.7%	·	·	16%	-13%	-5%	-12%	10%	i

Source: PubChem (National Center for Advancing Translational Sciences (NCATS))
